# Gal4-VP16 FLuc: VP16 counterscreen qHTS for inhibitors of ROR gamma transcriptional activity; Potency, µM (highest dose often 53.6 µM), inactives show at the highest dose activity, negative = inhibition, most hits filed as inhibitors; hit rate 3.5% among 310,000; Drosophila S2 Gal4-VP16 UAS-luciferase, luminescence, 20 h;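 note: Gal4-VP16 expression switched on by copper sulfate through the metallothionein promoter; % is set by controls: 0 for no effect and ±100 for the full control effect; nearly all actives have a fitted effect of over 50% in size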
# uPA surface inh: qHTS for Inhibitors of Cell Surface uPA Generation; cell surface uPA generation assay, qHTS; Potency, µM (highest dose often 38.3 µM), inactives show at the highest dose activity change, negative = inhibition, actives largely listed as inhibitors; hit rate 0.31% among 330,000; AID 540303, 2011; active = well fitted inhibition curve with a large enough effect; inconclusive = small, poorly fitted or top-dose-only effect; inactive = no such curve, though single readings can be large or run the other way; tested in mouse RAW 264.7 cells; note: % is set by controls: 0 for no effect and ±100 for the full control effect; nearly all actives have a fitted effect of over 55% in size
# RORgamma inh: qHTS for inhibitors of ROR gamma transcriptional activity | Nuclear receptor ROR-gamma (Mus musculus), P51450 | Drosophila S2 Gal4-RORgamma UAS-luciferase reporter, 20 h | Potency, µM (titrated, usually from 53.6 µM), inactives show top-dose activity change, negative = inhibition, usual class: inhibitors | hit rate 5.4% among 310,000 | AID 2551, 2010; note: % is set by controls: 0 for no effect and ±100 for the full control effect; nearly all actives have a fitted effect of over 60% in size
#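 Read-out: Photinus luciferase luminescence; inhibitors lower reporter signal. Insect Schneider cells with Gal4-ROR gamma fusion under metallothionein promoter, UAS reporter; 700 uM final copper sulfate induction, 20 hr, ambient temperature.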
# ELG1 genotoxic: qHTS screen for small molecules that induce genotoxicity in human embryonic kidney (HEK293T) cells expressing luciferase-tagged ELG1; Potency, µM (series often up to 46 µM), without a hit: at the highest dose activity change, positive = activation, hits mostly activators; hit rate 1.3% among 330,000; HEK293T ELG1-luciferase reporter, luminescence, 16 h; note: % of control where 0% means no effect; nearly all actives have a fitted effect of over 60% in size
#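 HEK293T cells expressing luciferase-tagged ELG1 were treated with compound or DMSO for 16 hr at 37°C. Luciferase activity was then read after 30 min with ONE-Glo at room temperature; rising signal flags genetic stress.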
# FLuc counter: qHTS profiling assay for firefly luciferase inhibitor/activator using purifed enzyme and Km concentrations of substrates (counterscreen for miR-21 project); purified FLuc, Km substrates, luminescence inhibition; Potency, µM (doses to about 57.5 µM), for inactives: top-dose activity change, negative = inhibition, hits mostly inhibitors; hit rate 6.9% among 360,000;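 note: plate controls were vehicle for no effect and reference inhibitor for full effect; nearly all actives have a fitted effect of over 55% in size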
# Target sequence (P08659 whole entry, looked up): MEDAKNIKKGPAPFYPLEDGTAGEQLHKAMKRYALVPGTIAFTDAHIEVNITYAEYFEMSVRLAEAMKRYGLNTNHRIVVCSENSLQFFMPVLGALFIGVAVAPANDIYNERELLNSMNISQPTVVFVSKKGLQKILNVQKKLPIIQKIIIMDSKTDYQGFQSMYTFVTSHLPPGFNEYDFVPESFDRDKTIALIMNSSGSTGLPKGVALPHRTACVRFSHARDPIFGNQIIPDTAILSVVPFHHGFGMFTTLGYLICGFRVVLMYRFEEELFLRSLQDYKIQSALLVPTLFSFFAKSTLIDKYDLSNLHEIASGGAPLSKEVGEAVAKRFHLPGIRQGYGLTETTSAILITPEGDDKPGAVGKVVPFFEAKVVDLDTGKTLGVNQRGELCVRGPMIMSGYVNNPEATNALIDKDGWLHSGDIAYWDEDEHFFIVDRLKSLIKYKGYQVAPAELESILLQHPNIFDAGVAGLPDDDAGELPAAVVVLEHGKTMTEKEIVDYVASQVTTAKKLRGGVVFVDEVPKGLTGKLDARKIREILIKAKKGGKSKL
#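 Biochemical qHTS of compounds, final roughly 60 µM downward over six points, against 10 nM purified firefly luciferase using Km concentrations of substrates (10 uM D-luciferin, 10 uM ATP) in Tris acetate pH 7.5 buffer; luminescence output.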
# NPC1 promoter act: qHTS Assay for NPC1 Promoter Activators; Huh7 NPC1 promoter luciferase reporter, 24 h; Potency, µM (highest dose often 9.22 µM), without a hit: at the highest dose activation, most hits filed as activators; hit rate 2.4% among 320,000; AID 485313, 2010;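 note: % of control where 0% means no effect; nearly all actives have a fitted effect of over 60% in size; reporter is driven by a mutant NPC1 promoter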
#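 Compounds in DMSO were transferred onto Huh7 NPC1-luciferase reporter cells pre-incubated 2 h; after 24 h at 37 °C, Amplite reagent was dispensed and luminescence recorded 10 min later.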
# BRCA1 expr act: qHTS Assay to Identify Small Molecule Activators of BRCA1 Expression. MCF7-BRCA1-FFLuc reporter, luminescence, 48 h; response scale: scaled: vehicle 0%, 10 µM genistein 100%. Potency, µM (top dose mostly 46.1 µM), without a hit: at the top dose activation, actives largely listed as activators. hit rate 1.1% among 380,000; note: nearly all actives have a fitted effect of over 80% in size; some results filed as inactive show a strong effect at the top dose
#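 Cells: MCF7-BRCA1-FFLuc, 2000/well. Exposure: 48 h, 37 °C, 5% CO2. Read: luminescence, 15 min post-substrate. Controls: genistein 10 microM (maximal activation), DMSO (neutral).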
# p53 reactivator: qHTS assay for re-activators of p53 using a Luc reporter; Potency, µM (titrated, usually from 92.2 µM), for inactives: at the highest dose activity change, positive = activation, actives largely listed as activators; hit rate 0.063% among 320,000; H1299 p53-A138V BP100-luciferase reporter, luminescence, 24 h; AID 504706, 2011; note: % of control where 0% means no effect; nearly all actives have a fitted effect of over 45% in size
#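 H1299 (p53-null), stable ts p53-A138V + BP100-Luc; 1000 cells/well, Opti-MEM/10% FBS; cpd 4 pt, 1:5; 24 h, 37 deg C, 5% CO2; detection reagent 10 min RT; luminescence.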
# MBNL1 CUG block: qHTS Assay for Inhibitors of MBNL1-poly(CUG) RNA binding. Muscleblind-like protein 1 (Homo sapiens), Q9NR56. TR-FRET MBNL1-His/biotin-(CUG)12 binding, 665/545 ratio. Potency, µM (series often up to 57.5 µM), for inactives: top-dose activity change, negative = inhibition, usual class: inhibitors. hit rate 0.036% among 280,000; active = well fitted inhibition curve with a large enough effect in the signal ratio, with a control signal flat, not every such curve was filed as active; inconclusive = small, poorly fitted or top-dose-only effect, or effect the other way, or a change in a side signal; inactive = no such curve, though single readings can be large or run the other way; the % refers to the signal ratio; note: % is set by controls: 0 for no effect and ±100 for the full control effect
# Target sequence (Q9NR56 whole entry, looked up): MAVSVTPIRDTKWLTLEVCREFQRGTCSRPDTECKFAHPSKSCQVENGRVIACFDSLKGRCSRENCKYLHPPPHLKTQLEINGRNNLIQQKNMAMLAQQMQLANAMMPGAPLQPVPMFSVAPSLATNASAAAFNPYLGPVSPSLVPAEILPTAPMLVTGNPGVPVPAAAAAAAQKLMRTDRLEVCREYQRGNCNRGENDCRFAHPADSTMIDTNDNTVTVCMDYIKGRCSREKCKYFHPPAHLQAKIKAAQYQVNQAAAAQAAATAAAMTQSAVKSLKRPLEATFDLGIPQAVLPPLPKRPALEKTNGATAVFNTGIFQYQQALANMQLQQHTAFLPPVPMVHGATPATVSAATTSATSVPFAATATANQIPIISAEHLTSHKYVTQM
#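 TR-FRET between His-tagged MBNL1 and biotin-(CUG)12 RNA, detected with Tb anti-His antibody (0.055 ng/ul) and streptavidin-XL665 (5 nM), 60 min at room temperature. Compounds titrated 92 nM to 58 uM; 665/545 nm ratio normalized to buffer and complex controls.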
# Rab9 prom act: qHTS Assay for Rab9 Promoter Activators; Huh7 Rab9 promoter-luciferase reporter, luminescence, 24 h; Potency, µM (top dose mostly 9.22 µM), for inactives: at the highest dose activation, negative = inhibition, actives largely listed as activators; hit rate 2.8% among 320,000; note: % of control where 0% means no effect; nearly all actives have a fitted effect of over 60% in size
#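 Cells were plated at 1500 per well in reduced-serum medium with 10% FBS and left 2 h. Compound in DMSO was then added for 24 h at 37 °C. Reporter signal was read by luminescence after 10 min with luciferase detection reagent.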
# * = called active by the depositor; u = inconclusive; x = no result given; & = joins results of further samples; [ ] = remark or other dose. Unless noted, calls come from the whole dose curve; as a rule, active = well fitted curve in the direction sought with a large enough effect; inconclusive = small, poorly fitted or top-dose-only effect, or another doubt; inactive = no such curve, though single readings can be large; an effect the other way counts as inactive or inconclusive. Potency is the fitted concentration of half-maximal effect.
SMILES,Gal4-VP16 FLuc,uPA surface inh,RORgamma inh,ELG1 genotoxic,FLuc counter,NPC1 promoter act,BRCA1 expr act,p53 reactivator,MBNL1 CUG block,Rab9 prom act
Cc1c(NC(=O)CSc2nnnn2C)c(=O)n(-c2ccccc2)n1C,3%,11%,-2%,4%,5%,0%,4%,-1%,-5%,2%
CC(Sc1ccccn1)C(=O)Nc1ccc2c(c1)OCCO2 (stereo unspecified),x,0%,x,u,u,17%,22%,27%,x,29%
CCSc1oc(-c2ccco2)nc1S(=O)(=O)c1ccc(F)cc1,x,-1%,-15%[0.365 µM],-8%,-1%,-3%,-15%,-21%,16%,-8%
O=C(CCCN1C(=O)C2CC=CCC2C1=O)Nc1ccccc1Cl (stereo unspecified),-1%,0%,-2%,-5%,-3%,-1%,-4%,6%,-4%,1%
Nc1cc(C(=O)O)ccc1N1CCCCCC1,-5%,1%,-7%,3%,-1%,-1%,-4%,6%,4%,-7%
CN1CCN(c2nc3c(c(=O)n(C)c(=O)n3C)n2CC(=O)C23CC4CC(CC(C4)C2)C3)CC1,2%,x,15%,4%,3%,-4%,-2%,-14%,1%,14%
CCOc1ccc(S(=O)(=O)NNC(=S)Nc2ccc(Br)cc2)cc1,u,-4%,u,0%,3%,-5%,-3%,-1%,2%,-3%
Cc1ccc(S(=O)(=O)NC(CC(=O)NCC2CCCO2)c2ccco2)cc1 (stereo unspecified),-2%,-5%,1%,1%,0%,1%,-16%,2%,8%,-4%
CCOC(=O)COc1cc([N+](=O)[O-])cc2cccnc12,-4%,2%,-3%,-1%,-3%,-1%,-31%,-4%,u,-4%
Cc1ccc(S(=O)(=O)Nc2cccc(C(=O)N3CCOCC3)c2)c(C)c1NS(C)(=O)=O,-14%,4%,-10%,1%,0%,-3%,9%,-25%,-10%,5%
O=C(Nc1nc2ccc(F)cc2s1)Oc1ccccc1,-16%,-2%,3%,7%,-14%,2%,37%,0%,1%,-1%
COc1ccc(Cc2c(O)nc(SCC(=O)N3CCCCCC3)[nH]c2=O)cc1,-2%,-9%,-2%,3%,3%,1%,2%,-6%,-13%,-1%
COc1ccc(/C=C/C(=O)NC(=S)NNC(=O)c2cc(OC)c(OC)c(OC)c2)cc1OC,1%,-3%,u,-9%,u,2%,-24%,0%,x,-2%
COc1ccc(N2CCN(S(=O)(=O)CCNC(=O)CCCc3ccccc3)CC2)cc1,x,-2%,x,0%,-1%,-1%,5%,10%,x,-4%
Cc1ccc(C(C(=O)NC2CCCCC2)N2CCC3(CC2)OCCO3)cc1 (stereo unspecified),6%,1%,1%,-6%,0%,-1%,-63%,-9%,-10%,3%
Cc1nn(CCN)c(C)c1Cl,4%,-11%,-10%,0%,0%,-3%,12%,0%,11%,-5%
CCOC(=O)c1ccccc1NC(=O)c1cncc(Br)c1,-8%,-1%,18%,-1%,4%,-2%,-16%,3%,u,1%
O=C(C[n+]1ccc2ccccc2c1)Nc1cc(C(F)(F)F)ccc1Cl,1%,-1%,-5%,-8%,-1%,-1%,-43%,-3%,u,-5%
Cc1ccc(S(=O)(=O)N2CCCCC2)cc1NC(=O)C1=NN(c2ccccc2)C(=O)CC1,x,-2%,x,-2%,x,-2%,-23%,-2%,x,2%
O=C(CSc1nc2ccccc2o1)N1CCOCC1,-14%,4%,4%,16%,-3%,-3%,51%,u,1%,12%
Cn1ccnc1Sc1ccc(C=O)cc1[N+](=O)[O-],u,-1%,u,-1%,0%,-2%,0%,5%,u,9%
CCc1nnc(SCC(=O)Nc2nnc(C)s2)n1CC1CCCO1 (stereo unspecified),x,2%,x,3%,7%,-4%,-5%,x,-4%,6%
O=C1COCCOCCOCC(=O)NCCN1,5%,-1%,24%,-4%,1%,-1%,-12%,-1%,-6%,-1%
CCCn1nnnc1NC(=O)CSc1ccc(Cl)cc1,2.2µM*,-9%,0.89µM*,-2%,-3%,-3%,12%,-2%,1%,0%
CCOC(=O)C1CCN(C(=O)c2ccc3c(c2)NC(=O)/C(=C\c2cccc(C)c2)S3)CC1,u,23%,-9%,-4%,-9%,-2%,-2%,9%,-16%,-13%

# Arranged by the number under uPA surface inh (largest number first): three of the compounds above.
Molecule,uPA surface inh,NPC1 promoter act,BRCA1 expr act,p53 reactivator,Rab9 prom act
Nc1cc(C(=O)O)ccc1N1CCCCCC1,1%,-1%,-4%,6%,-7%
O=C(CCCN1C(=O)C2CC=CCC2C1=O)Nc1ccccc1Cl (stereo unspecified),0%,-1%,-4%,6%,1%
Cc1ccc(S(=O)(=O)N2CCCCC2)cc1NC(=O)C1=NN(c2ccccc2)C(=O)CC1,-2%,-2%,-23%,-2%,2%

# Carrying on.
SMILES,Gal4-VP16 FLuc,uPA surface inh,RORgamma inh,ELG1 genotoxic,FLuc counter,NPC1 promoter act,BRCA1 expr act,p53 reactivator,MBNL1 CUG block,Rab9 prom act
COCc1ccc(C(=O)N2CCCC(C(=O)c3cc(F)ccc3F)C2)s1 (stereo unspecified),-9%,-1%,-7%,6%,0%,-8%,10%,0%,-2%,-16%
CCCCC1=CC2=C(c3ccco3)C(=O)C(C)(OC(=O)c3ccc(OC)cc3)C(=O)C2=CN1Cc1ccccc1 (stereo unspecified),4%,-1%,-34%,4%,-3%,-3%,0%,-1%,u,-8%
CC(=O)c1ccc(NCC2COc3ccccc3O2)c([N+](=O)[O-])c1 (stereo unspecified),10%,0%,u,u,17µM*,2.8µM*,u,u,u,1.1µM*
CC(C)c1cccc(C(C)C)c1NC(=O)COC(=O)c1ccc2c(c1)S(=O)(=O)c1ccccc1C2=O,-7%,-2%,-2%,3%,1%,-2%,-6%,3%,u,-3%
CN(C)/C=C(/C(=O)c1ccccc1)S(=O)(=O)c1ccc(Cl)cc1,-22%,3%,28%,4%,5%,-1%,-1%,-8%,-2%,-7%
COC(=O)C1C(=O)/C(=C(/C)N2CCCC2)C(=O)CC1(C)C (stereo unspecified),23%,-1%,-1%,2%,2%,-1%,-2%,7%,-1%,0%
COc1ccc(NC(=O)COC(=O)c2ccc(F)cc2F)cc1,6%,0%,4%,0%,u,1%,-9%,-1%,2%,-3%
CC(C)C(=O)N1CCN(c2cc(N3CCN(C)CC3)c(F)cc2[N+](=O)[O-])CC1,-11%,-1%,13%,0%,4%,0%,3%,1%,u,-1%
CCOc1ccc(CCNC(=O)CN2C(=O)c3cccnc3Oc3ccc(Cl)cc32)cc1,-5%,4%,1%,-1%[9.26 µM],-12%&-4%,-4%,6%,-10%,u,3%
CCOc1cc(CNc2ccccc2)cc(Br)c1OCc1ccccc1F,2%,7%,24%,-8%,4%,0%,-6%,-2%,1%,-3%
CCOC(=O)c1ccc(NC(=O)Cn2nnc(-c3ccccc3)n2)cc1,-7%,-5%,3%,-5%,-2%,-1%,-4%,0%,-2%,1%
CCCCNC(=O)C1CCN(S(=O)(=O)N2CCCCCC2)CC1,-2%,-2%,26%,1%,3%,-2%,-15%,-5%,-23%,-4%
COc1ccc(CCN2CN(S(=O)(=O)c3ccccc3)c3nc4ccccc4nc32)cc1,-3%,2%,28%,2%,5%,-2%,-39%,-18%,u,-2%
C=CCn1c(C)nnc1SCC(=O)Nc1cc(S(=O)(=O)N2CCCC2)ccc1Cl,x,-1%,x,0%,2%,-2%,-8%,2%,x,-5%
CC(NCc1ccc(S(N)(=O)=O)cc1)C(=O)Nc1cc([N+](=O)[O-])ccc1Cl (stereo unspecified),8%,-14%,u,-1%,-2%,-6%,4%,5%,x,-2%
O=C(COc1ccccc1F)NNC(=O)c1cccc(-n2cccc2)c1,3%,0%,32%,-3%,-3%,0%,2%,3%,10%,-1%
C[C@H](CO)N1C[C@H](C)[C@H](CN(C)CC2CC2)Oc2ccc(NC(=O)CCN3CCOCC3)cc2C1=O,x,3%,x,0%,x,x,17%,2%,x,x
Cc1cc(C)c(NC(=O)CSc2nc(=O)n(CCN3CCOCC3)c3c2CCCC3)c(C)c1,x,-4%,x,-1%,3%,-2%,-15%,7%,x,1%
O=S(=O)(NCCc1ccccc1)c1cccc2cccnc12,15%,-3%,-15%,1%,1%,-1%,1%,1%,2%,-5%
CCn1nc(CC(=O)Nc2nnc(CC(=O)N3CCOCC3)s2)c2ccccc2c1=O,-2%,1%,-3%,0%,4%,-5%,0%,1%,9%,-5%
O=C(NCCc1ccc(Cl)cc1)Nc1cccc(Cl)c1,-1%,0%,u,-11%,u,0%,-44%,0%,8%,-1%
COc1ccc(S(=O)(=O)NC(CC(=O)NCCc2ccc(OC)c(OC)c2)c2ccco2)cc1 (stereo unspecified),3%,-2%,24%,0%,1%,-1%,-21%,2%,3%,-3%
Cc1ccnc(SCC(=O)N2CCN(c3cccc(Cl)c3)CC2)n1,-2%,1%,30%,-9%,15%,2%,-14%,-2%,2%,-5%
COc1cccc(/C=N/NC(=S)Nc2cccc(C(=O)O)c2)c1,-16%,-22%,10µM*,1%,1.7µM*,2µM*,16%,-5%,8%,3.2µM*

# Screening results deposited in PubChem BioAssay by National Center for Advancing Translational Sciences (NCATS).
